# ST2 IL33 inh = inhibitors of human ST2 (IL1RL1) binding to IL-33, primary screen, biochemical, AlphaLISA; Interleukin-1 receptor-like 1 (Homo sapiens), Q01638; AlphaLISA ST2-Fc/biotin-IL-33 interaction, 1 h; inhibition, % for hits at 17 µM; 2.3% of 78,000 active; AID 1259354, 2018; in the data active = inhibition above about 30%; inconclusive = mostly about 10% to 28%
# Target sequence (Q01638 whole entry, looked up): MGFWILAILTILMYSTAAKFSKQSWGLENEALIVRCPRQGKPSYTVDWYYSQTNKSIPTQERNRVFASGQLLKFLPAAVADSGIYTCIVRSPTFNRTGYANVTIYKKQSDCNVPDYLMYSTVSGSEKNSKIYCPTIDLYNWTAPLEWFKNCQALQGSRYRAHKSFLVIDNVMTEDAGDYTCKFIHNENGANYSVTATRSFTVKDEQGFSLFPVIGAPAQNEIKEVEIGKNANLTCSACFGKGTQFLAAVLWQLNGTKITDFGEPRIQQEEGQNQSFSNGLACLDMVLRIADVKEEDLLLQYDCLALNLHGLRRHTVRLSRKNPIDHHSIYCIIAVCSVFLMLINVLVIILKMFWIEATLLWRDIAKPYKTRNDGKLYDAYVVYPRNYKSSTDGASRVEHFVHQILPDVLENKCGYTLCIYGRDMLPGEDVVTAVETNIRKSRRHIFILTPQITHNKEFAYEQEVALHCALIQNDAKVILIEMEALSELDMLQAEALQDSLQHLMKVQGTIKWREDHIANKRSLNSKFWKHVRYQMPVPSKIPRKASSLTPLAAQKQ
# * = called active by the depositor; i = inactive; ? = inconclusive; ! = not confirmed by another sample.
# Start of the data: the first six records, ahead of the listing:
entry	structure	ST2 IL33 inh
1	CC1=C(C(=O)Nc2ccccn2)C(c2cc([N+](=O)[O-])ccc2Cl)C2=C(CCCC2=O)N1 (stereo unspecified)	i
2	COc1ccc(S(=O)(=O)N(CC(=O)Nc2ccc3c(c2)OCO3)c2ccccc2)cc1	i
3	COc1ccc(OCCNc2ccccc2-c2nn[nH]n2)cc1	i
4	COCC(=O)Nc1cc(C(=O)NC(C)Cn2ccc3ccccc32)c2c(c1)nc(C1CCC1)n2C (stereo unspecified)	i
5	CCCCCNC(=O)C1CCC(Cn2c(=O)c3sccc3n(CC(N)=O)c2=O)CC1 (stereo unspecified)	i
6	O=C(Nc1cccc(F)c1)c1oc2ccccc2c1NC(=O)C1CCCCC1	i

# The list itself, previewed entries included:
entry	structure	ST2 IL33 inh
1	CC1=C(C(=O)Nc2ccccn2)C(c2cc([N+](=O)[O-])ccc2Cl)C2=C(CCCC2=O)N1 (stereo unspecified)	i
2	COc1ccc(S(=O)(=O)N(CC(=O)Nc2ccc3c(c2)OCO3)c2ccccc2)cc1	i
3	COc1ccc(OCCNc2ccccc2-c2nn[nH]n2)cc1	i
4	COCC(=O)Nc1cc(C(=O)NC(C)Cn2ccc3ccccc32)c2c(c1)nc(C1CCC1)n2C (stereo unspecified)	i
5	CCCCCNC(=O)C1CCC(Cn2c(=O)c3sccc3n(CC(N)=O)c2=O)CC1 (stereo unspecified)	i
6	O=C(Nc1cccc(F)c1)c1oc2ccccc2c1NC(=O)C1CCCCC1	i
7	O=C(CN(Cc1ccccc1Cl)S(=O)(=O)c1ccc(Cl)cc1)N1CCCC1	i
8	Cc1cccnc1NC(=O)C(C)N1C(=O)c2ccccc2C1=O (stereo unspecified)	i
9	COc1ccc(OC)c(NC(=O)c2cnn3c(C(F)(F)F)cc(-c4ccco4)nc23)c1	i
10	COc1ccc(N(C(=O)c2ccc(Br)o2)C2C=CS(=O)(=O)C2)cc1 (stereo unspecified)	i
11	O=C(C1CC(=O)N(C2CCCCCC2)C1)N1CCN(c2ccccc2)CC1 (stereo unspecified)	?
12	O=C(N[C@H]1CCN2C(=O)N(c3cccc4nsnc34)C(=O)[C@@H]2C1)c1ccc(F)c(Cl)c1	i
13	CN(C)C(=O)c1ccc2c(c1)N(CC(=O)N1CCN(c3ccccn3)CC1)C(=O)C1CCCCN21 (stereo unspecified)	i
14	Cc1cc(C)cc(NS(=O)(=O)c2ccc3c(c2)CCN3C(=O)C2CC2)c1	?
15	CC(C)c1cc(C(=O)NCc2noc(-c3c(F)cccc3F)n2)no1	?
16	CC(C)(C)c1[nH]nc2c1C(c1c(F)cccc1Cl)C(C#N)=C(N)O2 (stereo unspecified)	i
17	CN1/C(=C\C(=O)c2ccc([N+](=O)[O-])cc2)C(C)(C)c2ccccc21	36%*
18	Cc1cc(C)n(C2CCN(Cc3cnc4c(-c5ccccc5)cnn4c3)C2)n1 (stereo unspecified)	?
19	NC1=NC(=O)C2(COC(c3ccncc3)OC2)S1 (stereo unspecified)	i
20	Cc1c(Cl)c([N+](=O)[O-])nn1CCCC(=O)Nc1ccc(F)c(Cl)c1	i
21	CN(Cc1ccco1)C(=O)c1c[nH]c2ccc(S(=O)(=O)Nc3ccccc3F)cc2c1=O	i
22	COc1cccc(NC(=O)N[C@H]2[C@H](O)[C@@H](N3CCN(C)CC3)[C@@H]3OC[C@H]2O3)c1	?
23	CCNc1ccc(N)c(C)c1C	79%*
24	CCOCCCNCc1ccc(OCC)c(OC)c1	i
25	CCN(CC)S(=O)(=O)c1ccc2c(c1)CC(C(=O)N1CCC(C(N)=O)CC1)N2C(C)=O (stereo unspecified)	i
26	Cc1cc(Nc2ccc(O)cc2)n2ncnc2n1	i
27	O=C1Nc2cc(Cl)ccc2C(=O)N2CCN(C(=O)C3CCCCC3)C[C@H]12	i
28	CC(=O)Nc1ccc(CN2CCN(c3ccccc3)CC2)cc1	i
29	O=C(Nc1nnc(C2CC2)s1)c1csc2ccccc12	i
30	COc1cc(Nc2ncnc(N)c2[N+](=O)[O-])cc(OC)c1OC	i
31	Cc1ccccc1Cn1cnc2c(oc3ccccc32)c1=O	i
32	CCCOC1CCCN(C(=O)CCNC(=O)c2ccc(F)cc2)C1 (stereo unspecified)	?
33	CCOc1ccccc1NC(=O)c1c(-c2ccccc2Cl)noc1C	i
34	c1cnc2c(c1)nc(-c1ccncc1)n2CCN1CCNCC1	i
35	CCn1c(SCC(N)=O)nnc1-c1ccc2[nH]c(C)c(C)c2c1	i
36	Cc1cc(NS(=O)(=O)c2ccccc2)ccc1NS(=O)(=O)c1ccccc1	i
37	CC(C)C(NS(=O)(=O)c1cccc2nsnc12)C(=O)NC1CCCC1 (stereo unspecified)	i
38	COCCNC(=O)CN1C(=O)/C(=C\c2ccc(C(F)(F)F)cc2)Sc2ccccc21	?
39	Cn1ccnc1SCCNc1cc(N2CCOCC2)ncn1	i
40	C=C(C)CNC(=O)c1ccc2oc(CCCC)nc2c1	i
41	Cn1c(C(=O)N(Cc2ccccc2)Cc2ccccc2)cc2c(=O)n3ccccc3nc21	?
42	COc1ccc(-c2cc(C(F)(F)F)nc(S[C@H]3C[C@@H](O)[C@@H]4OC[C@H]3O4)n2)cc1	i
43	CCC(=O)c1ccc2c(c1)N(CCCN(C)C)c1ccccc1S2	?
44	CCC1CCCCN1S(=O)(=O)c1ccc(C(=O)Nc2nnc(CSC)o2)cc1 (stereo unspecified)	i
45	O=C(Nc1nnc(-c2cccs2)o1)c1ccc(S(=O)(=O)N2CCCCC2)cc1	i
46	CCN1C(=O)N(C2Cc3ccccc3C2)C(=O)C12CCN(C1CCOCC1)CC2	i
47	CSCCC(NC(=O)C1CCC(C)CC1)C(=O)N1CCN(c2ccccc2F)CC1 (stereo unspecified)	?
48	O=C(c1ccc(Cl)s1)N1CCC(n2cc(-c3ccccn3)nn2)CC1	i
49	COc1ccc(-c2ccc(/C=C3\C(=O)N(c4cccc(Cl)c4)N=C3C)o2)cc1[N+](=O)[O-]	49%*
50	O=C(NCCCN1CCCC1=O)c1ccc2c(c1)NC(=O)C(N1CCOCC1)S2 (stereo unspecified)	i
51	O=C(Nc1ccc2[nH]c(=O)[nH]c2c1)C(c1ccccc1)c1ccccc1	i
52	O=C(NCCSc1c[nH]c2ccccc12)c1ccccc1Cl	i
53	O=C(O)C1(c2ccc3c(c2)OCCO3)CCCC1	i
54	COC(=O)[C@]1(C)N[C@H](c2cnn(-c3ccccc3C)c2)[C@@H]2C(=O)N(C)C(=O)[C@@H]21	?
55	Cc1ccnc(NS(=O)(=O)c2ccc(NC(=O)COc3ccc(Cl)cc3Cl)cc2)n1	i
56	Cc1cc(N2CCNCC2)nc(-c2ccccc2O)n1	?
57	C=C(C)C(C)(O)C#CCN(CC)CC (stereo unspecified)	i
58	NC(=O)C1CCN(C2CCN(C(=O)c3ccc4nc5ccccc5c(=O)n4c3)CC2)CC1	i
59	COc1cc(OC)c2c(c1/C=C/C(C)(C)O)O[C@H](c1ccccc1)CC2=O	i
60	Cc1cc(NC(=O)CS(=O)(=O)c2cn(Cc3ccccc3C)c3ccccc23)no1	i

# Carrying on.
entry	structure	ST2 IL33 inh
61	c1cc(-c2ccc(CN3CC[C@H]4CC[C@@H](C3)N4)s2)[nH]n1	?
62	COc1cc(/C=C2\C(=O)Nc3ccc(Br)cc32)c(Cl)cc1O	?
63	CC1CN(c2ccc([N+](=O)[O-])cc2)CCN1S(=O)(=O)Cc1ccccc1 (stereo unspecified)	?
64	COc1cc(-c2ccc(O)c(O)c2)cc(=O)c2c(C)oc(C)c12	?
65	CCC(=O)N1CCc2cc(Br)cc(S(=O)(=O)NCCN3CCCCC3CC)c21 (stereo unspecified)	i
66	COC(=O)Oc1c([N+](=O)[O-])cc2oc(=O)sc2c1[N+](=O)[O-]	i
67	COc1ccc(-c2nnc(Oc3cccc(NC(C)=O)c3)c3ccccc23)cc1	i
68	O=C1C2[C@H](C(=O)N1c1ccccc1Cl)C1c3ccccc3C2(C(=O)O)c2ccccc21 (stereo partly specified)	i
69	COc1ccc(C2CC(c3cccs3)=NN2S(=O)(=O)c2ccc(C)cc2)cc1 (stereo unspecified)	32%*!
70	Cc1ccc(NC2CCCN(C(=O)c3cc(=O)c4ccccc4o3)C2)cc1C (stereo unspecified)	i
71	COc1ccc(-c2nnc(NC(=O)c3ccc(S(=O)(=O)N4COCC4(C)C)cc3)o2)cc1	?
72	Cc1ccc(S(=O)(=O)N(C)CC(=O)NC2CC2)cc1	i
73	COCCNC(=O)c1cc2n(n1)C(C(F)(F)F)CC(c1ccc(Cl)c(Cl)c1)N2 (stereo unspecified)	i
74	CCN1CCc2c(sc(NC(=O)COc3ccccc3)c2C(=O)OC)C1	i
75	COc1ccccc1N1CCN(C2CCCN(Cc3ccccc3-c3ccco3)C2)CC1 (stereo unspecified)	i
76	Cc1cc(N2CCN(C)CC2)nc2ccc(NC(=O)c3cccs3)cc12	i
77	CCOc1ccc2c(c1)C(NCCN1CCOCC1)CC(C)(C)O2 (stereo unspecified)	i
78	CCN1CCN(Cc2cnc(S(=O)(=O)CC)n2CCCc2ccccc2)[C@@H](C)C1=O	i
79	CC1(C)[C@H]2CC=C(CCNC3CCN(c4cccc(NC(=O)c5cccnc5)c4)CC3)[C@@H]1C2	?
80	CCn1c(C(=O)NCc2cccnc2)cc2sccc21	i
81	O=C(CN1CCCC1=O)NCc1cccnc1N1CCCCCCC1	i
82	Cc1oc(-c2cccc(Cl)c2)nc1Cn1ccnc1C	?
83	CCOC(=O)C1(C/C=C/c2ccccc2)CCCN(C(=O)Cn2cnnn2)C1 (stereo unspecified)	i
84	Cc1nn(Cc2ccccc2)c(C)c1NC(=O)c1cc(-c2cccs2)on1	i
85	CC(C)C1=NOC(CNC(=O)CCc2c[nH]c3ccccc23)C1 (stereo unspecified)	i
86	COc1ccc(NC(=O)c2noc3c2CCCCC3)cc1	i
87	COc1ccc(C(=O)Nc2ccc(-c3nc4ncccc4o3)cc2)cc1Cl	i
88	COC(=O)C(C)(C)NC(=O)CCC1CCCCN1C (stereo unspecified)	?
89	O=C(O)c1c(-c2ccccc2)oc2ccc(O)cc12	i
90	CC(=O)Nc1ccc(S(=O)(=O)N2C(=O)c3cccc4cccc2c34)cc1	i
91	CC1CC(C)CN(c2nc3c(c(=O)n(C)c(=O)n3C)n2Cc2ccccc2Cl)C1 (stereo unspecified)	i
92	O=C(CSc1nc2c(c(=O)n1-c1ccc(Cl)cc1)SCC2)OCc1ccccc1	i
93	CCN(CC)CCSc1nnnn1-c1ccccc1	i
94	O=C(Nc1ccc2oc(-c3ccccc3)nc2c1)c1ccco1	i
95	COc1cc(CN2CCC3(CC2)C(=O)N(CCCc2cccnc2)C(=O)N3CC(C)C)ccc1F	?
96	c1cncc(NCCCNC2CCC3(CCNCC3)CC2)c1	i
97	COc1cc(NC(=O)c2cc(-c3cccs3)on2)c(OC)cc1Cl	?
98	COc1ccc(CNC(=O)CCC2N=C3c4ccccc4N=C(SCC#N)N3C2=O)cc1 (stereo unspecified)	?
99	Cc1cc(NC(=O)c2cc(-c3ccc4c(c3)OCO4)on2)nn1Cc1ccc(Cl)cc1	i
100	COc1ccc(/C=C/C(=O)NCc2cccnc2)cc1S(=O)(=O)N1CCCCC1	i

# Random excerpt: 2 records from the list, in no set order.
entry	structure	ST2 IL33 inh
91	CC1CC(C)CN(c2nc3c(c(=O)n(C)c(=O)n3C)n2Cc2ccccc2Cl)C1 (stereo unspecified)	i
82	Cc1oc(-c2cccc(Cl)c2)nc1Cn1ccnc1C	?

# Next records follow:
entry	structure	ST2 IL33 inh
101	Nc1ccc(S(=O)(=O)c2ccc(N)c(N)c2)cc1N	i
102	CC1(C(=O)Nc2ccc(Br)cn2)CC1(Cl)Cl (stereo unspecified)	i
103	Cc1cccn2c(=O)c3cc(C(=O)Nc4ccccc4)n(C)c3nc12	?
104	Cc1ccccc1C(=O)N1CCC(C(=O)Nc2ccc3c(c2)OCO3)CC1	?
105	COc1cccc(-c2cc(N3CCN(S(=O)(=O)c4ccc(F)c(Cl)c4)CC3)ncn2)c1	i
106	Cc1ccc(-c2cc(N3CCN(S(=O)(=O)c4ccc(Br)cc4)CC3)ncn2)cc1	i
107	COc1cc(C)ccc1OCCOc1ccc([N+](=O)[O-])cc1Cl	?
108	COc1ccc(/C=C(/NC(=O)c2cccs2)C(=O)NC(C)(C)C)cc1OC	i
109	CCCSc1nc2c(c(=O)n1-c1ccc(F)cc1)SCC2	i
110	CN(Cc1cccs1)C(=O)c1cc(CN2CCC(O)CC2)on1	i
111	Cc1ccc(-c2nccn2CCCO)c(Cl)c1Cl	?
112	O=C(CCNC(=O)c1cccc2cnccc12)Nc1cc(F)ccc1F	i
113	COc1cc(OC)cc(C(=O)N=c2sc3cc(F)ccc3n2C)c1	i
114	O=C(Nc1ccccc1)c1ccccc1Br	i
115	COc1cccc(CN=c2c([N+](=O)[O-])nn(-c3ccccc3)n2O)c1	i
116	O=C(CSc1nnc(-c2ccccc2Cl)n1-c1ccccc1)NC1CCCCC1	i
117	COc1ccccc1CCNCc1c(C(=O)N2CCCCCC2)nc2cc(C)ccn12	i
118	Cc1cccc(-n2nc3c(c2NC(=O)C(C)C)CSC3)c1	i
119	O=C1Oc2ccccc2C(=O)/C1=C/N1CCOCC1	i
120	Cc1ccccc1Cn1cc(S(=O)(=O)CC(=O)N2CCc3ccccc32)c2ccccc21	i
121	Cc1ccc(C(=O)Nc2c(F)c(F)c(F)c(F)c2F)cc1C	i
122	COC(=O)c1nc2n(n1)C(c1ccc(OC)cc1)C(C(=O)OC1CCCCC1)=C(C)N2 (stereo unspecified)	i
123	CCCc1cc2c(=O)c(-c3ccccn3)c(C)oc2cc1OC(C)=O	i
124	CCOc1ccc2c3c(c(=O)oc2c1)CCC3	i
125	COCC(C)N(Cc1ccc2c(c1)OCO2)C(=O)c1csc(C)n1 (stereo unspecified)	?
126	CC12COC3(C(=O)Nc4ccccc4Cl)CC1CCC32C (stereo unspecified)	i
127	O=C(c1ccc(N2C(=O)C3CC=C(Cl)CC3C2=O)cc1)N1CCCCC1 (stereo unspecified)	i
128	CCN(CC)S(=O)(=O)c1ccc(Cl)c(C(=O)NCc2ccco2)c1	?
129	CN1[C@@H]2CC(OC(=O)[C@H](CO)c3ccccc3)C[C@H]1[C@@H]1O[C@@H]12 (stereo partly specified)	?

# Compound activity: PubChem BioAssay, IUPUI and University of Michigan

# This is a subset. The share of hits here may be higher or lower than overall.
